Compound activity (PubChem BioAssay)
ERG Ets-DNA blk = ERG Ets/DNA interaction inhibition. fluorescence polarization, His-ERG Ets domain / labelled DNA. Potency, µM (series often up to 76.9 µM), without a hit: at the highest dose FP activity, negative = inhibition, usual class: inhibitors. hit rate 0.028% among 370,000. AID 624246; active = well fitted inhibition curve with a large enough effect in the polarisation, with a control signal flat; inconclusive = small, poorly fitted or top-dose-only effect, or effect the other way, or a change in a side signal; inactive = no such curve, though single readings can be large or run the other way; the % refers to the polarisation;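 also: polarization taken with two DNA probes labelled with fluorescein and Texas red; % of control where 0% means no effect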
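His-tagged ERG Ets domain (1 uM in the protein solution; 300mM KCl, 50mM Tris-HCl, 1mM EDTA, 1mM DTT, pH 7.5) received compound, then a probe mix of 5 nM fluorescein-DNA and 100nM Texas-615-DNA. Fluorescence polarization was read for both dyes.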
ALOX12 inh = ALOX12 (human) lipoxygenase inhibition | P18054 | purified 12hLO, xylenol orange hydroperoxide absorbance | Potency, µM (doses to about 108 µM), without a hit: at the top dose activity change, negative = inhibition, most hits filed as inhibitors | hit rate 1.1% among 580,000 | AID 1671190; also: % is scaled to controls: 0 for no effect and ±100 for the full control effect
Target sequence (P18054 whole entry, looked up): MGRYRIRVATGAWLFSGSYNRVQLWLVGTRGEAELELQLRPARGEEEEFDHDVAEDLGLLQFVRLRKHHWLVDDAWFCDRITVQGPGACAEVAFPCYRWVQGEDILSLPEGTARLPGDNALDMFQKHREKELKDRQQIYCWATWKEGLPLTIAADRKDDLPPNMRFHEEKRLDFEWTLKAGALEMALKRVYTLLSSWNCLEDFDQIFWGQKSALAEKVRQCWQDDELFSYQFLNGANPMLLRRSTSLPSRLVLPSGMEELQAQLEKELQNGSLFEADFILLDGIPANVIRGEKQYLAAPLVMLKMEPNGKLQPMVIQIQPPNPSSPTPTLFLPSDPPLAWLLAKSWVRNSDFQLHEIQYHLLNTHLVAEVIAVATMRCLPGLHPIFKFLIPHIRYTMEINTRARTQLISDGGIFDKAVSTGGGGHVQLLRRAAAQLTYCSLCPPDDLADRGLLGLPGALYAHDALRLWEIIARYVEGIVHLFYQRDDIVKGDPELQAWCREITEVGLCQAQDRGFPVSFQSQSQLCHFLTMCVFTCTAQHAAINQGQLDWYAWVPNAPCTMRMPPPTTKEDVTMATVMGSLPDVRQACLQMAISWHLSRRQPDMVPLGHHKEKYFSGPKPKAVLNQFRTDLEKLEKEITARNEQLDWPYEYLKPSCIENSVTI
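Purified human 12hLO (150 nM final) in 25 mM Hepes, 0.01% Triton X-100, pH 7.0 was preincubated 15 min at room temperature with compound. Then 40 uM arachidonic acid was added, 30 min. Hydroperoxide was read by Fe-XO absorbance ratio 573/405 nm.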
Tb PGK inh = T. brucei PGK inhibition; PGK/GAPDH coupled, Kinase-Glo luminescence, 60 min; hit rate 0.043% among 380,000; P07378; Potency, µM (series often up to 57.5 µM), inactives show at the top dose activity change, negative = inhibition, most hits filed as inhibitors; also: % is scaled to controls: 0 for no effect and ±100 for the full control effect; nearly all actives have a fitted effect of over 60% in size
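Luminescent ATP detection (Kinase-Glo Plus) follows a 60-minute room-temperature incubation, with wells lacking PGK as controls. Buffer: 100 mM TEA (pH 7.6), 5 mM MgCl2, 0.01% Tween-20. Coupling enzyme GAPDH (100 nM final) supplies unstable 1,3-BPG in-well.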
RGS4 inh = blocks human RGS4-accelerated GTP hydrolysis; Transcreener GDP fluorescence polarization, RGS4-accelerated GTP hydrolysis; Potency, µM (doses to about 114 µM), for inactives: top-dose activity change, negative = inhibition, actives largely listed as inhibitors; hit rate 0.039% among 390,000; AID 504845; also: % is scaled to controls: 0 for no effect and ±100 for the full control effect; nearly all actives have a fitted effect of over 75% in size; some results filed as inactive show a strong effect at the top dose
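MLSMR compounds (23 nl, pin-transferred) preincubated 10 min at room temperature with a 500nM (2x) first reagent, then RGS4 at 900nM (2x) plus Transcreener GDP mix added; fluorescence polarization (620/688 nm) read before and after 90 min at 30 °C.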
GLS inh = inhibitors of human glutaminase (GLS); O94925; GLS enzymatic activity, qHTS titration; Potency, µM (series often up to 45.5 µM), for inactives: at the top dose activity change, negative = inhibition, hits mostly inhibitors; hit rate 0.21% among 410,000; also: % is scaled to controls: 0 for no effect and ±100 for the full control effect
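Two-point fluorescence kinetic (t0, 30 min RT) for hKGA; glutamate detected via glutamate oxidase–HRP–Amplex Red. Substrate: 1 mM L-glutamine solution; buffer 45 mM KH2PO4, pH 8.2.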
JMJD2A Tudor inh = blocks the human JMJD2A Tudor domain. O75164. AlphaScreen JMJD2A-Tudor / H3K4me3 peptide binding. Potency, µM (highest dose often 114 µM), inactives show at the highest dose activity change, negative = inhibition, hits mostly inhibitors. hit rate 4.4% among 390,000; also: % is scaled to controls: 0 for no effect and ±100 for the full control effect; nearly all actives have a fitted effect of over 50% in size
HP1b chromo inh = blocks HP1-beta chromodomain binding to methylated histone tails | Potency, µM (titrated, usually from 114 µM), inactives show at the top dose activity change, negative = inhibition, hits mostly inhibitors | AID 540317 | hit rate 0.56% among 390,000 | AlphaScreen HP1-beta / biotin-H3K9me3 peptide binding; also: nearly all actives have a fitted effect of over 70% in size; inactives centre near 23
Target sequence (P83916 whole entry, looked up): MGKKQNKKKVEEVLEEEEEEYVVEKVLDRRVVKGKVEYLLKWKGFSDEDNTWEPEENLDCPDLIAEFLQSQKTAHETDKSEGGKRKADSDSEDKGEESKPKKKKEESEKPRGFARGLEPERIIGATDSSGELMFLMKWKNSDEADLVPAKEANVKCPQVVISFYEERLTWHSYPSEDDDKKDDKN
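AlphaScreen: HP1-beta (50 nM) preformed 30 min with biotin-H3(1-18)K9me3 peptide (50 nM) in PBS pH 7.4, 0.01% Tween-20. Compound added for 30 min at RT, then streptavidin donor/nickel chelate acceptor beads (10 ug/mL) for 30 min.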
Pin1 inhibitor = inhibitors of human Pin1. Q13526. AID 504891. Pin1 FP peptide displacement, HiFluor488, 10 min. Potency, µM (doses to about 115 µM), without a hit: at the top dose activity, negative = inhibition, hits mostly inhibitors. hit rate 0.009% among 390,000; active = well fitted inhibition curve with a large enough effect in the polarisation, with a control signal flat, not every such curve was filed as active; inconclusive = small, poorly fitted or top-dose-only effect, or effect the other way, or a change in a side signal; inactive = no such curve, though single readings can be large or run the other way; the % refers to the polarisation; also: % is scaled to controls: 0 for no effect and ±100 for the full control effect
Target sequence (Q13526 whole entry, looked up): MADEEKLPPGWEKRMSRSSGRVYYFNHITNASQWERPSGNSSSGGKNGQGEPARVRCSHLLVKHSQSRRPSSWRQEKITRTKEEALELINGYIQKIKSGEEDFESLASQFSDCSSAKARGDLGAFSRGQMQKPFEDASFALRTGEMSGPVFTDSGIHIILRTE
rTrxR1 inhibitor = inhibitors of rat thioredoxin reductase 1. O89049. recombinant rTrxR1, NADPH fluorescence consumption, selenite substrate. Potency, µM (series often up to 114 µM), inactives show top-dose activity change, negative = inhibition, usual class: inhibitors. hit rate 1% among 390,000; also: % is scaled to controls: 0 for no effect and ±100 for the full control effect; nearly all actives have a fitted effect of over 65% in size
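Rat TrxR1 (90 nM in the dispensed reagent) was pre-reduced with 400 uM NADPH for 5 min at room temperature, then incubated with compound for 15 min. After 400 uM selenite was added, NADPH fluorescence (Ex 340/Em 450 nm) was followed for 8 min.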
Numbers without * were called inactive; i = inactive; u = inconclusive; x = no result given; & = joins results of further samples; [ ] = another dose, or the depositor's remark. Unless noted, calls follow the shape of the dose curve; as a rule, active = well fitted curve in the direction sought with a large enough effect; inconclusive = small, poorly fitted or top-dose-only effect, or another doubt; inactive = no such curve, though single readings can be large; an effect the other way counts as inactive or inconclusive. Potency is read from the fitted curve at half-maximal effect. Only part of the results is shown; rates above refer to the full screens.

RGS4 inh	ERG Ets-DNA blk	HP1b chromo inh	ALOX12 inh	GLS inh	Tb PGK inh	JMJD2A Tudor inh	Pin1 inhibitor	rTrxR1 inhibitor	Compound
-9%	-2%	50%[activator]	6%	0%	-4%	27%	-2%	16%	COc1cccc(CNC(=O)CNC(=O)c2cccs2)c1
-37%	3%	25%	u	-3%	i	15%	-1%	22%	CCCOC1(C(F)(F)F)NC(=O)N(c2cccc(Cl)c2)C1=O (centres undefined)
15%	8%	5%	1%	34%	-1%	-22%	-18%	22%	COC(=O)c1nnn(-c2nonc2N)c1CN1CCc2ccccc21
5%	-2%	11%	20%	-4%	1%	-15%	-1%	-3%	Cc1ccc(C(=O)Nc2ccccc2C(=O)NCc2cccnc2)cc1
0%	7%	207%[activator]	3%	-12%	-6%	93%[activator]	7%	17%	CCOC(=O)c1cnc2cc(-c3ccc(C)cc3)nn2c1-c1ccccc1
12%	-2%	15%	-1%	7%	0%	-9%	u	9%	O=C(N/N=C/c1cccc([N+](=O)[O-])c1)c1cc(-c2ccccc2)nc2ccccc12
6%	x	15%	-4%	4%	9%	-8%	6%	3%	Cc1ccnc2nc(C(=O)OCC(=O)NCCc3ccc(Cl)cc3)nn12
-14%	-3%	48%[activator]	u	-2%	9%	31%	-5%	23%	Cc1cccc(OC(=O)c2snnc2C)c1C
14%	5%	11%	10%	0%	-6%	-15%	0%	17%[57.1 µM]	CCOc1ccc(NC(=O)c2cccc(NC3=NC4CS(=O)(=O)CC4S3)c2)cc1 (centres undefined)
-12%&2%	6%&-1%	31%	14%&-12%	6%&5%	1%&2%	-18%&-1%	4%&-2%	2%	CCOc1ccc(OCC(=O)NCCS(=O)(=O)N2CCN(c3ccc(F)cc3)CC2)cc1
-3%	-3%	14%	u	-6%	-7%	-29%	-1%	12%	Cc1cc(OC(=O)c2ccccc2Br)c([N+](=O)[O-])c(=O)[nH]1
-39%	19%	6%	0%	18%	-12%	-22%	u	-3%	Cc1nnc(NC(=O)COc2ccc3c(C)cc(=O)oc3c2)s1
-23%	-2%	57%[activator]	-8%	-4%	-6%	8%	4%	12%	Cc1onc(-c2ccccc2)c1C(=O)NCc1ccccn1
1%	7%	-3%	0%	6%	-4%	-29%	60%[activator]	-17%	CN(C)c1ccc(/C=N/NC2=NS(=O)(=O)c3ccccc32)cc1
-43%	-1%	1%	u	-10%	1%	89µM*	2%	-5%[57.1 µM]	NNC(=S)NCc1ccco1
-16%	0%	u	u	17%	-9%	u	-4%	-14%	Cc1ccc(-c2nc3ccccn3c2Nc2ccc3c(c2)OCCO3)s1
2%	9%	17%	26%	1%	9%	-18%	-4%	-6%[57.1 µM]	COC(=O)c1cccc(Nc2ccc([N+](=O)[O-])cn2)c1
-2%	-5%	27%	-11%	10%	3%	-16%	2%	12%[57.1 µM]	Cc1c(C(=O)N2CCC(C)CC2)c(S(=O)(=O)NCc2ccccc2)c(C)n1C
-17%	-5%	22%	25%	0%	3%	-3%	10%	-8%	Cc1csc(SCC(=O)Nc2cc(S(=O)(=O)N3CCCC3)ccc2Cl)n1
7%	-4%	61%[activator]	-7%	1%	5%	44%[activator]	1%	14%[57.1 µM]	Cc1noc(C)c1COC(=O)C(c1ccccc1)c1ccccc1

Grouped by structure, the entries above containing two or more sulfur atoms (2)
RGS4 inh	ERG Ets-DNA blk	HP1b chromo inh	ALOX12 inh	GLS inh	Tb PGK inh	JMJD2A Tudor inh	Pin1 inhibitor	rTrxR1 inhibitor	Compound
14%	5%	11%	10%	0%	-6%	-15%	0%	17%[57.1 µM]	CCOc1ccc(NC(=O)c2cccc(NC3=NC4CS(=O)(=O)CC4S3)c2)cc1 (centres undefined)
-17%	-5%	22%	25%	0%	3%	-3%	10%	-8%	Cc1csc(SCC(=O)Nc2cc(S(=O)(=O)N3CCCC3)ccc2Cl)n1

The listing continues.
RGS4 inh	ERG Ets-DNA blk	HP1b chromo inh	ALOX12 inh	GLS inh	Tb PGK inh	JMJD2A Tudor inh	Pin1 inhibitor	rTrxR1 inhibitor	Compound
10%	4%	58%[activator]	-2%	2%	-9%	-1%	-4%	42%[activator]	C=CC[C@@H](CC(=O)OC(C)(C)C)C(=O)OC[C@H]1CCCN1C(=O)[C@@H](CC=C)CC(=O)NCCO
-7%	5%	u	0%	4%	i	-16%	0%	0%	COc1ccc(-c2nnc(SCC(=O)NC(C)c3ccccc3)o2)cc1OC (centres undefined)
10%	6%	18%	-21%	10%	-8%	-16%	-4%	-27%	COc1ccc2[nH]c(=O)c(CN(c3ccc(C)c(C)c3)S(C)(=O)=O)cc2c1
-10%	0%	13%	-19%	2%	3%	-13%	1%	u	CCN1CCN(C(=O)c2cnn(-c3cccc(Cl)c3)c2C2CCN(C(=O)OC(C)(C)C)CC2)CC1
-16%	-7%	53%[activator]	-8%	1%	-6%	-8%[57.1 µM]	1%	9%	CC(=O)c1cccc(N(CC(=O)Nc2ccc(F)cc2)S(C)(=O)=O)c1
-7%[11.4 µM]	0%	27%	9%	1%	i	-5%	2%	21%	COc1cccc(N2CCN(C(=O)CC(C)(C)CC3=NS(=O)(=O)c4ccccc4N3)CC2)c1
8%	-2%	0%	-9%	7%	4%	-5%	-3%	23%	Cc1cc(C)c(NC(=O)CNC(=O)COC(=O)C2=COCCO2)c(C)c1
17%	-5%	30%	u	u	2%	-13%	1%	7%	Cc1ccc(S(=O)(=O)N2CCN(CC(=O)N/N=C\c3ccc(O)c(O)c3)CC2)cc1
12%	15%	47%[activator]	5%	-3%	5%	-11%	-1%	-7%[57.1 µM]	O=C(NC1CCCCC1)c1cc(S(=O)(=O)N2CCOCC2)ccc1Cl
-39%	-2%	22%	u	-5%	-10%	-14%	0%	-1%	CCOc1ccc(NC(=S)NC(=O)c2cnn(CC)c2)c([N+](=O)[O-])c1
15%	-13%	53%[activator]	2%	3%	i	14%	5%	21%	COc1cccc2cc(-c3cc(=O)oc4ccc(OCC(C)=O)cc34)oc12
24%	-7%	38%	0%	1%	i	-5%	0%	20%	COCCCN1C(=O)N(c2ccccc2)C(=O)C1CC(=O)Nc1ccccc1 (centres undefined)
5%	-2%	24%	-4%	8%	3%	-8%	19%	9%	C/C(=N\NC(=O)c1cc(Br)ccc1O)c1cccs1
11%	4%	37%	-22%	6%	i	-34%	-9%	-16%	Cc1ccc(S(=O)(=O)n2cnc3cc([N+](=O)[O-])ccc32)cc1C
-8%	-4%	23%	6%	-23%	-1%	u	197%[activator]	10%	O=C(Nc1cccc(-c2nc3ncccc3o2)c1)c1sc2ccccc2c1Cl
-34%	u	23%	20%	0%	-4%	5%	-9%	1%	CC(C#N)(NC(=O)CN1CCN(S(=O)(=O)c2ccccc2C#N)CC1)C1CC1 (centres undefined)
-4%	6%	39%[activator]	1%	0%	6%	-16%	-2%	10%	CC(C)n1nc(C(=O)OCC(=O)N2CC(=O)Nc3ccccc32)c2ccccc2c1=O
-3%	-8%	34%	120%[activator][57.4 µM]	10%	13%	9%	-3%	1%	CCCOc1ccc(-c2nnc(N)s2)cc1
1%	4%	41%[activator]	0%	-1%	1%	-17%	-3%	16%	CCOc1ccc(CC(=O)N/N=C/c2cccnc2)cc1OCC
7%	x	11%	8%	2%	3%	50µM*	-4%	7%	CC12CC3(C)CC(C)(C1)CC(C(=O)Nc1nn[nH]n1)(C2)C3
-1%	-4%	31%	-23%	-5%	-1%	-15%	-4%	8%	CC(C)NC(=O)c1onc(CSc2ccc(C(C)C)cc2)c1C(=O)O
7%	0%	15%[57 µM]	u	-7%	-2%	-26%	-5%	22%[57.1 µM]	Cc1ccc(C)c(S(=O)(=O)n2nc(C)c(S(=O)(=O)N3CCCCCC3)c2C)c1
5%	13%	30%	-19%	1%	-4%	-6%	6%	3%	COC(=O)c1ccc2nc(NC(=O)COC(=O)CSc3nc(C)cc(C)n3)sc2c1
-31%	3%	117%[activator]	-8%	4%	x	55%[activator]	u	2%	Cc1ccc(-c2cnc3ccccc3n2)cc1C
-18%	9%	-12%	18%	-10%	-2%	u	-4%	-13%[57.1 µM]	CN(C)c1ccc(CN(C(=O)/C=C/c2ccco2)C2CCS(=O)(=O)C2)cc1 (centres undefined)
-1%	1%	66%	x	1%	9%	37%[activator]	3%	3%	Cc1nnsc1Sc1cccc(C(F)(F)F)c1
-25%	4%	44%[activator]	1%	-1%&27%	-4%	-24%	4%	25%	O=C1[C@H]2CCCC[C@H]2C(=O)N1CCCCN1CCN(c2nsc3ccccc23)CC1
6%	7%	37%	141%[activator]	-1%	-1%	-21%	-8%	15%	CCOC(=O)C1CCN(C(=O)c2cccnc2Oc2ccc(Cl)cc2)CC1
22%	2%	43%[activator]	-1%	0%	i	-19%	0%	8%	CCCCCC(=O)N/N=C(\C)c1ccccn1
-13%	-4%	19%	-5%	-5%	i	-3%	5%	10%[57.1 µM]	CCOC(=O)CNC(=O)C1CCN(S(=O)(=O)c2ccc(-c3nn[nH]n3)cc2)CC1
-8%	13%	31%	u	-10%	-1%	-14%	-3%	0%	O=[N+]([O-])c1ccc(COc2ccccc2CN2CCCC2)cc1
1%	-5%	40%	-25%	-4%	-9%	-7%	-2%	8%	COC(=O)[C@H](CCSC)NC(=O)Nc1ccc(C(C)=O)cc1
-23%[56.9 µM]	1%	59%[activator]	0%	-10%	-1%	-26%	-6%	4%	CCC1CCCCN1CCCNC(=O)Cn1nc(C)n2nc(-c3ccccc3)cc2c1=O (centres undefined)
